AID inh: inhibitors of human activation induced cytidine deaminase; AID 1347428; AID deamination FRET fluorescence, UDG-coupled, 4 h; hit rate 0.32% among 91,000; Q9GZX7; Potency, µM (highest dose often 115 µM), inactives show at the top dose activity change, negative = inhibition, most hits filed as inhibitors; also: nearly all actives have a fitted effect of over 25% in size
Target sequence (Q9GZX7 whole entry, looked up): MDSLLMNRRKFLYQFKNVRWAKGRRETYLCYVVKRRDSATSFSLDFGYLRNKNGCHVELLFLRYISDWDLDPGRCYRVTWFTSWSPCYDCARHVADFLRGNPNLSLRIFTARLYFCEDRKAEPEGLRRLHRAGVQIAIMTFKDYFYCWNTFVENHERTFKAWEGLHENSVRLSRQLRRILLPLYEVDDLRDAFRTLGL
UDG counter: UDG inhibition counter-screen. FRET deamination/UDG coupled assay, UDG read, 4 h. Potency, µM (doses to about 115 µM), without a hit: at the top dose activity change, negative = inhibition, most hits filed as inhibitors. hit rate 0.14% among 91,000; also: nearly all actives have a fitted effect of over 65% in size
* marks the source's active call; other numbers are inactive results; ? = inconclusive; [ ] = another dose, or the depositor's remark. Calls follow the shape of the dose curve; as a rule, active = well fitted curve in the direction sought with a large enough effect; inconclusive = small, poorly fitted or top-dose-only effect, or another doubt; inactive = no such curve, though single readings can be large; an effect the other way counts as inactive or inconclusive. % is scaled to controls: 0 for no effect and ±100 for the full control effect; potency is read from the fitted curve at half-maximal effect.

Every second line gives: AID inh | UDG counter
- Cc1ccc(OCCCCn2nnc3sc4c(c3c2=O)CCCC4)cc1
 : -5% | -11%
- CCCOc1cc(S(=O)(=O)N2CCN(CCO)CC2)ccc1Br
 : 0% | -3%
- CC(C)C(C)NC(=O)Nc1ccc(C(N)=O)c(Cl)c1 (configuration not stated)
 : 2% | 3%
- CSc1ccc(/C=C2\CCC(C3CCCC3)C2=O)cc1 (configuration not stated)
 : 8% | -7%
- O=C(NCc1ccc(C(F)(F)F)cc1)C1CCN(C(=O)/C=C/c2ccccc2)CC1
 : -1% | 0%
- O=C(CCSCc1cccc(Cl)c1)NCc1ccc(F)cc1Cl
 : ? | -9%[57.5 µM]
- COCC(=O)N(Cc1cccs1)C1CC1
 : -1% | -5%
- CC(C)CCNc1nc(-c2ccc(S(=O)(=O)N3CCOCC3)cc2)cs1
 : -16% | -3%
- CCOc1ccc(Nc2nn(-c3ccc(OC(F)(F)F)cc3)nc2C(C)=O)cc1
 : 1% | 8%
- CCC(Oc1ccccc1)C(=O)Nc1ccc(O)c(-c2nc3cc(C)ccc3o2)c1 (configuration not stated)
 : 6% | -5%
- Cc1cccc(NC(=O)C(NS(=O)(=O)c2ccc3c(c2)oc(=O)n3C)C(C)C)c1 (configuration not stated)
 : 12% | 15%
- COc1cc(OC)cc(C(=O)OCC2C(COC(=O)c3cc(OC)cc(OC)c3)C2(Cl)Cl)c1 (configuration not stated)
 : 6% | -6%
- CCOC(=O)c1c(-c2ccccc2)oc2ccc(NS(=O)(=O)c3cc(C)c(C)cc3C)cc12
 : 21%[57.5 µM] | -6%[57.5 µM]
- Cc1ccc(-n2nc(C(=O)NCc3ccc(F)cc3Cl)c3c4ccccc4n(C)c3c2=O)cc1
 : -26% | ?
- O=C(O)Cc1ccc(F)c2ccccc12
 : -3% | -1%
- Cn1cc(C(C(=O)O)N2CCN(C(c3ccccc3)c3ccccc3)CC2)c2cc(C(=O)O)ccc21 (configuration not stated)
 : 8% | 13%
- OCCN1CCN(CCCN2c3ccccc3C=Cc3ccccc32)CC1
 : -2% | 1%
- COc1ccc(-n2nnc(-c3nsc(NC(=O)c4ccc(C)c(C)c4)n3)c2C)cc1Cl
 : -28% | -18%
- CC(C)(C)C(=O)Nc1cccc(CN2CCSCC2)c1
 : 3% | -1%
- C=CCOc1ccc(C(=O)Nc2ccc(F)cc2)cc1
 : 12% | 3%
- CN(Cc1ccsc1)C(=O)CSc1nnc(COc2ccc(Cl)cc2)n1C
 : -5% | 3%
- COCCCNC(=O)c1nn(-c2ccc(C)cc2)c(=O)n(C)c1=O
 : -10% | 4%
- O=C(NCc1cccnc1)C1CCN(Cc2cc3ccccc3n2Cc2cccc(Cl)c2)CC1
 : -29% | -25%[57.5 µM]
- O=C(Cn1nc2c(cc1=O)CCCC2)Nc1ccc(Br)cc1F
 : -1% | -1%
- Cc1ccc(NC(=O)C(Cc2ccccc2)n2cccc2)cc1 (configuration not stated)
 : -19% | 0%
- Cc1ccc(OCC(=O)NC2=NCCS2)cc1C
 : -9% | -7%
- Cc1ccc(-n2ncc(C(=O)N3CCN(Cc4ccccc4)CC3)c2C2CCN(C(=O)OC(C)(C)C)CC2)cc1
 : ? | 65%[activator]
- CC(C)CNC(=O)C(C)Oc1ccc(C#N)cc1 (configuration not stated)
 : 0% | -2%
- O=C(Nc1ccccc1)c1cc([N+](=O)[O-])ccc1Cl
 : 0% | 3%
- CC(C)c1nnc(NC(=O)c2cc(-c3ccccc3)nc3ccccc23)s1
 : -3% | 6%

Molecules from the list above containing nitrogen in an aromatic ring, in the order listed:
Every second line gives: AID inh | UDG counter
- Cc1ccc(OCCCCn2nnc3sc4c(c3c2=O)CCCC4)cc1
 : -5% | -11%
- CC(C)CCNc1nc(-c2ccc(S(=O)(=O)N3CCOCC3)cc2)cs1
 : -16% | -3%
- CCOc1ccc(Nc2nn(-c3ccc(OC(F)(F)F)cc3)nc2C(C)=O)cc1
 : 1% | 8%
- CCC(Oc1ccccc1)C(=O)Nc1ccc(O)c(-c2nc3cc(C)ccc3o2)c1 (configuration not stated)
 : 6% | -5%
- Cc1cccc(NC(=O)C(NS(=O)(=O)c2ccc3c(c2)oc(=O)n3C)C(C)C)c1 (configuration not stated)
 : 12% | 15%
- Cc1ccc(-n2nc(C(=O)NCc3ccc(F)cc3Cl)c3c4ccccc4n(C)c3c2=O)cc1
 : -26% | ?
- Cn1cc(C(C(=O)O)N2CCN(C(c3ccccc3)c3ccccc3)CC2)c2cc(C(=O)O)ccc21 (configuration not stated)
 : 8% | 13%
- COc1ccc(-n2nnc(-c3nsc(NC(=O)c4ccc(C)c(C)c4)n3)c2C)cc1Cl
 : -28% | -18%
- CN(Cc1ccsc1)C(=O)CSc1nnc(COc2ccc(Cl)cc2)n1C
 : -5% | 3%
- COCCCNC(=O)c1nn(-c2ccc(C)cc2)c(=O)n(C)c1=O
 : -10% | 4%
- O=C(NCc1cccnc1)C1CCN(Cc2cc3ccccc3n2Cc2cccc(Cl)c2)CC1
 : -29% | -25%[57.5 µM]
- O=C(Cn1nc2c(cc1=O)CCCC2)Nc1ccc(Br)cc1F
 : -1% | -1%
- Cc1ccc(NC(=O)C(Cc2ccccc2)n2cccc2)cc1 (configuration not stated)
 : -19% | 0%
- Cc1ccc(-n2ncc(C(=O)N3CCN(Cc4ccccc4)CC3)c2C2CCN(C(=O)OC(C)(C)C)CC2)cc1
 : ? | 65%[activator]
- CC(C)c1nnc(NC(=O)c2cc(-c3ccccc3)nc3ccccc23)s1
 : -3% | 6%

The list goes on.
Every second line gives: AID inh | UDG counter
- Cc1nc(-c2ccc(CNC(=O)c3ccccn3)s2)cs1
 : 6% | -7%
- CCCn1nc(C(=O)OCC(=O)Nc2ccc(Cl)cn2)c2ccccc2c1=O
 : 0% | -2%
- CCc1ccc(-c2nc3cc(NC(=O)c4ccc(F)cc4)ccc3o2)cc1
 : 12% | -13%
- O=C(COc1coc(CN2CCN(c3ccccc3)CC2)cc1=O)c1ccccc1
 : 5% | 2%
- COc1ccc(C(=O)Oc2ccc(Cl)cc2C)c(OC)c1
 : -6% | 0%
- CCCc1cc(=O)[nH]c2nnc(SCC(=O)Nc3ccc(OC)cc3)n12
 : 1% | -3%
- COc1ccc(Br)c(C2Oc3nc(SC)nnc3-c3ccccc3N2C(C)=O)c1 (configuration not stated)
 : 3% | -3%
- O=C(NCCCN1CCCC1=O)c1nc(-c2ccc3[nH]ccc3c2)no1
 : 28% | 4%
- Cc1cccc(NC(=O)CCNC(=O)C2CCCC2)c1C
 : -6% | -2%
- CCCOc1ccc(-c2nc(C#N)c(N3CCCC3)o2)cc1
 : -11% | -1%
- CC(C)CCCNCCNC(=O)/C=N/O
 : -5% | -14%
- Cc1oc(-c2ccccc2)nc1CC(=O)Nc1ccc(OC(F)F)cc1
 : -8% | -8%
- CCOc1ccc(NC(=O)c2oc3ccccc3c2NC(=O)C(C)Oc2ccccc2)cc1 (configuration not stated)
 : 18% | -2%
- CC(NC(=O)c1ccc(-c2ccccc2)cc1)c1ccccc1 (configuration not stated)
 : 11% | 14%
- O=C(Nc1ccc(C(F)(F)F)oc1=O)c1ccc(Cl)cc1
 : 1% | 10%
- COc1ccc(C(=O)c2cn(CC(=O)Nc3cc(OC)cc(OC)c3)c3ccc(OC)cc3c2=O)cc1
 : ? | 5%
- Cc1ccc2oc(=O)c3cnn(CC(=O)N4CCN(c5cccc(C(F)(F)F)c5)CC4)c3c2c1
 : -7% | 2%
- C/C(=C\C(=O)c1ccccc1)C(=O)c1ccc(Br)cc1
 : -25% | -13%
- CCOc1ccc(C2C(C#N)=C(N)Oc3cc(C)n(Cc4cccnc4)c(=O)c32)cc1OCC (configuration not stated)
 : 4% | 3%
- CC(C)C(=O)Nc1ccc(NC(=O)Nc2cccc(Cl)c2)cc1
 : 1% | -2%
- Cc1ccc(CNc2ccc(C(N)=O)cn2)cc1
 : -4% | -14%
- Cc1cccc(N(C)S(=O)(=O)c2ccc3c(c2)NC(=O)CC(=O)N3)c1
 : 10% | 3%
- Cc1ccccc1NC(=O)CN(C)S(=O)(=O)c1cccc2nsnc12
 : 7% | 3%[57.5 µM]
- Cc1cc(C)c(S(=O)(=O)NCC(c2ccc(N(C)C)cc2)N2CCOCC2)c(C)c1 (configuration not stated)
 : -18% | -21%
- Cc1ccc(C)c(/C=C/C(=O)c2cccc(O)c2)c1
 : -14% | -8%
- Cc1nc2ccn(Cc3cccs3)c(=O)c2cc1C(=O)Nc1ccccc1
 : 2% | -4%[57.5 µM]
- CCOC(=O)C(NC(=O)COc1cccc2ccccc12)C(=O)OCC
 : 2% | -1%
- COc1cccc(Oc2nc3c(c(=O)n(Cc4ccccc4Cl)c(=O)n3C)n2C)c1
 : -2%[57.5 µM] | -3%[57.5 µM]
- Cc1cc(OC(C)C(=O)N(Cc2ccc(N(C)C)cc2)Cc2ccco2)ccc1Cl (configuration not stated)
 : ? | -17%
- CCOC(=O)N1CCN(Cc2nc3cc(NC(=O)c4ccc(Cl)cc4)ccc3n2C(C)C)CC1
 : -11% | -6%
- CCCCOc1ccc2c(C)c(CC(C)C)c(=O)oc2c1
 : -5% | -3%
- CCN(CC)C(=O)C(Sc1nnc(-c2ccc(Cl)cc2Cl)n1N)c1ccccc1 (configuration not stated)
 : -1% | 5%
- CCOc1ccc(CCn2c3c(c(=O)[nH]c2=O)C(NC(=O)c2ccccc2)(C(F)(F)F)C(=O)N3)cc1OCC (configuration not stated)
 : 30% | 8%
- COc1cc(NC(=O)CSc2nc(Cl)nc3nc[nH]c23)cc(OC)c1OC
 : -14% | -8%
- C/C(=C\c1ccccc1)C(=O)NCC(C)C
 : 0% | -7%
- O=C(Nc1ccc(C(F)(F)F)cc1)c1ccc(N2C(=O)CCS2(=O)=O)cc1
 : 4% | -5%
- COc1ccc(CCNc2nc(-c3ccccc3OC)cc(C(F)(F)F)n2)cc1OC
 : 7% | -13%
- CCC(C(=O)NCc1cc(OC)ccc1OC)n1nc(C)c2sc3ccccc3c2c1=O (configuration not stated)
 : 13% | -5%
- CCn1c2ccccc2c2cc(NC(=O)COc3cc(C)c(Cl)c(C)c3)ccc21
 : 3% | -12%
- CCOc1ccccc1CNC(=O)C1CCN(c2nn3cc(-c4ccc(F)cc4)nc3s2)CC1
 : 8% | 27%
- O=C(NCCc1csc2nc(-c3ccccc3F)nn12)c1ccccc1C(F)(F)F
 : -3% | -8%
- Cc1ccc(Nc2nc(NC3CCCC3)nc3c2cnn3C)cc1C
 : -23% | -19%
- Cc1ccc(CNC(=O)c2nc(SCc3cccc(C)c3)ncc2Cl)cc1
 : 9% | 3%
- Cc1nn(CC(=O)NCCOc2ccccc2)c(=O)c2ccccc12
 : -11% | -5%
- CC(C)(C)c1ccc(/C=N/NC(=O)Cc2ccccc2)cc1
 : 4% | -3%
- Cc1ccc(C)c(COC(=O)Cn2cnc3c2c(=O)n(C)c(=O)n3C)c1
 : -6% | 2%
- Cc1nc(/C=C/C(=O)N(CCc2ccccc2)Cc2cccs2)cs1
 : -7% | -8%
- OC(CNCC1(c2ccccc2)CCCC1)COc1ccccc1 (configuration not stated)
 : -5% | -8%
- COc1ccc(NC(=O)c2ccc3c(SCC(=O)O)c4c(nc3c2)CCC4)c(OC)c1
 : 8% | -2%
- O=C(OCc1ccccc1)c1ccc2nccnc2c1
 : 7% | 1%

The list continues:
Every second line gives: AID inh | UDG counter
- Cc1ccc(Cc2cnc(NC(=O)c3ccc4c(c3)CC(c3ccccc3)OC4=O)s2)cc1 (configuration not stated)
 : 2% | 3%
- Cc1ccc(NC(=O)Cn2c(=O)n(Cc3ccc4c(c3)OCO4)c(=O)c3ccccc32)cc1
 : 1% | -7%
- Cc1ccc(-c2noc(CN(C3CCCCC3)S(=O)(=O)c3ccc(Cl)cc3)n2)cc1
 : -12% | -3%
- Cc1c(-c2ccccc2)n(-c2ccccc2O)c2nc3c(c(=O)n(C)c(=O)n3C)n12
 : 27% | 10%
- FC(F)(F)c1cnc(Sc2nnc3sc4ccccc4n23)c(Cl)c1
 : 6% | 4%
- CCOc1ccc(-n2nc3ccc(NC(=O)COc4ccccc4C)cc3n2)cc1
 : 49%[activator] | -19%
- Cc1cccc(NC(=O)C2CCCN(c3nc4ccccc4s3)C2)c1C (configuration not stated)
 : ? | 5%
- CC(C)N1C(=O)S/C(=C\c2cc(Br)ccc2OCc2ccc(C(=O)O)cc2)C1=O
 : -18% | -6%
- O=S(=O)(NCCc1cn2ccsc2n1)c1ccc(Cl)cc1
 : 0% | 0%[57.5 µM]
- O=C(OCc1ncc(-c2ccc(Cl)cc2)o1)c1ccc(F)cc1
 : -11% | -5%
- Cn1cc(C(C(=O)O)N2CCN(c3ncccn3)CC2)c2ccc(C(=O)O)cc21 (configuration not stated)
 : -4% | -11%
- CCc1cccc(NC(c2ccccc2)c2nnc(-c3ccccc3F)o2)c1 (configuration not stated)
 : -15% | -19%
- COc1cccc(NC(=O)N(Cc2c[nH]c3ccccc23)C2CCCCCC2)c1
 : ? | -16%
- CCS(=O)(=O)N1CCC2(CC1)OC(=O)C(C)=C2C(=O)NCc1cccc(Cl)c1
 : -17% | 2%
- CCc1ccc(CNC(=O)c2sc3ncccc3c2-n2c(C)ccc2C)cc1
 : ? | ?
- COCCN(Cc1ccc(C)c(Br)c1)S(=O)(=O)c1ccc2[nH]c(=O)ccc2c1
 : -29% | -15%
- Cc1ccc(C(C)C)c(OCCCn2c(=O)oc3ccc(C)cc32)c1
 : ? | -10%
- CSc1ccc(NC(=O)c2cc(F)ccc2F)cc1
 : 7% | 2%
- O=C(CCn1c(=O)c2cccn2c2cccnc21)NCc1ccccc1F
 : -11% | 6%
- Cc1cc(OCCCn2c(CCNC(=O)C3CCCCC3)nc3ccccc32)ccc1Cl
 : 1% | 1%
- CCOc1ccc(NC(=O)C(C)Oc2ccccc2F)c2cccnc12 (configuration not stated)
 : 62%[activator] | 0%

From PubChem BioAssay

This is a subset (hit frequency here may not be typical).
